Source: PubChem (several laboratories)
Rab7 wt GTP bind = alters GTP binding to wildtype dog Rab7; 190,000 tested, 0.055% active; GTP binding activity (percent of control), % at 10 µM; GST-Rab7 beads, fluorescent GTP binding, flow cytometry; actives lie on both sides; untreated = 100%, excess cold GTP = 0%; AID 758;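 active means fluorescent GTP binding to Rab7 beads changed by at least 20 points from the 100% baseline, either direction, mostly lower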;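 further: median green fluorescence of bound Bodipy-FL-GTP per Rab7 bead population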
Rab2A wt mod = changes GTP binding to wildtype dog Rab2A, up or down | P61105 | GST-Rab2 wt beads, Bodipy-GTP binding, flow cytometry | GTP binding activity, % at 10 µM | 190,000 tested, 0.19% active | AID 760;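 active means GTP binding activity at least 20 points away from 100%, either lowered or raised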;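 further: 0% = beads with excess unlabeled GTP and 100% = no-compound control corrected for plate trend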
Rac1 wt GTP bind = human Rac1 wildtype GTP binding, inhibitors and activators; P63000; GST-Rac1 beads, fluorescent GTP binding, flow cytometry; actives lie on both sides; 0 = cold GTP competed, 100 = untreated; GTP binding activity (% of control), % at 10 µM; 190,000 tested, 0.27% active; AID 757;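 active means GTP binding activity at least 20 points away from the 100% control level, either lower or higher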
Avidin fluor = compound fluoresces at 488/530 nm on avidin beads | compound fluorescence 488/530 nm, flow cytometry; active compounds read high | fluorescence (KMESF) at 10 µM | 220,000 tested, 0.38% active; in the data active means fluorescence above about 47; further: inactives centre near 10
HRas wt GTP = modulators of GTP binding to human HRas wildtype | GST-Ras wt beads, Bodipy-FL-GTP binding, flow cytometry; actives lie on both sides | GTP binding activity, % at 10 µM | 190,000 tested, 0.14% active | P01112;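 active means GTP binding activity at least 20% away from the 100% baseline, either lowered as inhibitor or raised as activator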;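 further: 0% = unlabeled GTP competition control and 100% = no-compound control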
ABCG2 block = human ABCG2 inhibition, ABCB1 as counter-screen; IgMXP3 cells, JC-1 efflux, flow cytometry; 190,000 tested, 0.1% active; inhibition, % at 6.6 µM;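 active means inhibition above 80%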;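 further: 0% = DMSO and 100% = nicardipine control wells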
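Times: 10 min at 25 °C | Test system: Two drug-resistant human cell lines, ABCG2 and ABCB1 | Quantity: 3 million cells/mL final, two lines in 1:1 ratio | Signal: Flow cytometry, 530 nm JC-1 signal | Dosing: Compound at 6.6 µM | Controls: Nicardipine and DMSO wells | Reagent: JC-1 as fluorescent efflux pump substrate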
Mcl1 Noxa PPI = Mcl-1/Noxa interaction inhibition | Q07820 | TR-FRET Mcl-1/Noxa peptide binding, 2 h | inhibition, % at 21.7 µM | 220,000 tested, 1.5% active | AID 1022;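 active means compounds that cut the protein-peptide binding signal by more than 50% relative to plate controls in a single-dose test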;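 further: His-tagged Mcl-1 with rhodamine Noxa BH3 peptide and terbium anti-His antibody; 0% = Mcl-1 plus Noxa peptide wells and 100% = peptide-only wells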
Pf gamet viab = inhibitors of late stage P. falciparum gametocyte viability; P. falciparum stage V gametocytes, ATP luminescence, 24 h; inhibition, % at 10.9 µM; 150,000 tested, 0.065% active; AID 743093;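 active means inhibition above the mean plus 3 SD of compounds within the control limits, set per campaign, cut at about 38% in these data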;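 further: 0% = DMSO wells and 100% = medium only without gametocytes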
ABCB1 inh = inhibitors of human ABCB1 transporter, ABCG2 counter-screen; P08183; CCRF-Adr cells, JC-1 efflux, flow cytometry; inhibition, % at 6.6 µM; 190,000 tested, 0.067% active; AID 1326; in the data active means inhibition above about 40%;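 further: 0% = vehicle and 100% = reference inhibitor; higher value means more JC-1 retained so stronger ABCB1 efflux block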
Rac1 mut GTP = human Rac1 activated mutant GTP binding change | P63000 | AID 764 | percent activity (GTP binding), % at 10 µM | 190,000 tested, 0.11% active | GST-Rac1 activated beads, fluorescent GTP binding, flow cytometry; actives lie on both sides; 100% means binding = to untreated wells;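 active means GTP binding at least 20 percentage points away from the 100% baseline, in either direction, so actives lie on both sides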
Cdc42 wt = modulators (inhibitors or activators) of GTP binding to human Cdc42 wildtype | GST-Cdc42 beads, Bodipy-GTP binding, flow cytometry; actives lie on both sides | percent activity (GTP binding), % at 10 µM | 190,000 tested, 0.2% active | AID 761;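 active means percent activity GTP binding at least 20 points away from the 100% baseline, either down as inhibitor or up as activator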;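 further: median bead fluorescence of bound Bodipy-FL-GTP at 100 nM; 0% = excess unlabeled GTP control and 100% = no compound control; below 100% means less GTP binding so inhibitor and above means activator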
Active calls of the source: *; . = no result given.

The opening 12 entries, ahead of the listing:
SMILES	Rab7 wt GTP bind	Rab2A wt mod	Rac1 wt GTP bind	Avidin fluor	HRas wt GTP	ABCG2 block	Mcl1 Noxa PPI	Pf gamet viab	ABCB1 inh	Rac1 mut GTP	Cdc42 wt
COCCn1c(C)cc(C(=O)CN2CCCCC2)c1C	100	99	103	15	98	3	12	5	-0.2	96	101
CCC(C)NC(=O)CSc1nc2c(sc(=S)n2Cc2ccco2)c(=O)n1-c1ccccc1 (centres undefined)	98	96	101	10	97	6	6	-49	6.6	95	101
O=C(NNC(=O)c1cc2c(s1)CCCC2)c1ccccc1	101	100	103	10	101	17	21	2	1.4	97	100
Cc1ccc(C)c(N2CCN(CCCNC(=O)Cn3cccc3C(=O)c3ccccc3C)CC2)c1	104	100	103	11	99	-1	11	5	0.5	97	102
CC1(C)CC2CC(C)(CN2C(=O)C23CCC(C)(C(=O)C2)C3(C)C)C1 (centres undefined)	102	101	103	6	104	1	9	.	0.6	100	101
COc1ccccc1-c1ccc(=O)n(CC(=O)NC(C)(C)C)n1	94	94	96	7	96	-1	19	.	-0.3	96	96
Cc1nn(C)c(C)c1S(=O)(=O)N(CC(=O)NCCCOC(C)C)c1ccc(C(C)C)cc1	103	98	107	25	100	0	10	-12	0.0	99	104
Cc1cccn2c(CN(C)C3CCCc4ccccc43)c(C(=O)N3CCOCC3)nc12 (centres undefined)	104	98	98	10	98	7	9	6	8.1	94	95
Cc1ccc(-n2c(O)c(C=NCc3ccccn3)c3ccccc3c2=O)cc1	103	100	104	14	99	16	-26	.	1.4	99	103
CCOC(=O)C(NS(=O)(=O)c1ccccc1)(C(F)(F)F)P(=O)(OCC(C)C)OCC(C)C (centres undefined)	100	94	98	5	96	-3	4	.	-1.6	94	93
COC(=O)c1cc(NC(=O)CC2NC3CCCCC3NC2=O)cc(C(=O)OC)c1 (centres undefined)	97	100	105	2	100	0	-7	-39	-0.1	99	101
Cc1ccc2nc(SCc3ccc([N+](=O)[O-])cc3)nc(C)c2c1	102	101	105	27	103	25	-14	6	5.3	99	104

Main list, from the first entry:
SMILES	Rab7 wt GTP bind	Rab2A wt mod	Rac1 wt GTP bind	Avidin fluor	HRas wt GTP	ABCG2 block	Mcl1 Noxa PPI	Pf gamet viab	ABCB1 inh	Rac1 mut GTP	Cdc42 wt
COCCn1c(C)cc(C(=O)CN2CCCCC2)c1C	100	99	103	15	98	3	12	5	-0.2	96	101
CCC(C)NC(=O)CSc1nc2c(sc(=S)n2Cc2ccco2)c(=O)n1-c1ccccc1 (centres undefined)	98	96	101	10	97	6	6	-49	6.6	95	101
O=C(NNC(=O)c1cc2c(s1)CCCC2)c1ccccc1	101	100	103	10	101	17	21	2	1.4	97	100
Cc1ccc(C)c(N2CCN(CCCNC(=O)Cn3cccc3C(=O)c3ccccc3C)CC2)c1	104	100	103	11	99	-1	11	5	0.5	97	102
CC1(C)CC2CC(C)(CN2C(=O)C23CCC(C)(C(=O)C2)C3(C)C)C1 (centres undefined)	102	101	103	6	104	1	9	.	0.6	100	101
COc1ccccc1-c1ccc(=O)n(CC(=O)NC(C)(C)C)n1	94	94	96	7	96	-1	19	.	-0.3	96	96
Cc1nn(C)c(C)c1S(=O)(=O)N(CC(=O)NCCCOC(C)C)c1ccc(C(C)C)cc1	103	98	107	25	100	0	10	-12	0.0	99	104
Cc1cccn2c(CN(C)C3CCCc4ccccc43)c(C(=O)N3CCOCC3)nc12 (centres undefined)	104	98	98	10	98	7	9	6	8.1	94	95
Cc1ccc(-n2c(O)c(C=NCc3ccccn3)c3ccccc3c2=O)cc1	103	100	104	14	99	16	-26	.	1.4	99	103
CCOC(=O)C(NS(=O)(=O)c1ccccc1)(C(F)(F)F)P(=O)(OCC(C)C)OCC(C)C (centres undefined)	100	94	98	5	96	-3	4	.	-1.6	94	93
COC(=O)c1cc(NC(=O)CC2NC3CCCCC3NC2=O)cc(C(=O)OC)c1 (centres undefined)	97	100	105	2	100	0	-7	-39	-0.1	99	101
Cc1ccc2nc(SCc3ccc([N+](=O)[O-])cc3)nc(C)c2c1	102	101	105	27	103	25	-14	6	5.3	99	104
O=C(NCc1ccco1)Nc1ccc2snnc2c1	102	100	109	27	103	48	-9	.	0.6	100	107
Cc1ccc(/S(C)=N/S(=O)(=O)c2ccc(C)cc2)cc1 (centres undefined)	98	98	98	27	98	2	23	2	0.4	95	97
COC(=O)C1=C(C)N(CCc2ccc(OC)cc2)C(=O)C1	100	101	96	16	97	5	17	13	0.5	96	99
O=C(COc1ccccc1[N+](=O)[O-])N/N=C/c1ccc(O)cc1	103	99	99	13	99	32	0	-5	1.0	102	101
CC(=O)c1c(C)[nH]c(C(=O)N2CCCCCC2)c1C	98	97	97	10	97	7	19	.	1.2	97	100
O=C(c1ccc2c(c1)OCCCO2)c1cccs1	100	99	99	7	101	5	26	-2	1.1	99	97
CCN1CCN(C(=S)c2ccc(-c3ccccc3)cc2)CC1	98	98	100	9	95	10	16	-5	0.6	95	99
CC(C)C(C)(C#N)NC(=O)CSc1nc(C2CCCCC2)n(-c2ccccc2)n1 (centres undefined)	101	100	104	13	101	19	4	.	4.8	99	99
CC(/C=C/c1ccco1)=N\NC(=O)C(O)c1ccccc1 (centres undefined)	96	101	107	10	102	7	30	19	0.7	101	102
CC(C)CCNC(=O)c1cnn2c(C(F)(F)F)cc(-c3ccco3)nc12	98	101	101	15	102	3	11	.	0.3	101	103
O=C(NC(=S)N1CCN(Cc2ccc3c(c2)OCO3)CC1)c1cccc(Br)c1	98	96	98	2	97	-4	-26	-21	-0.1	99	102
CCOc1ccc(N2C(=O)CN(O)C=C3N=c4ccccc4=C32)cc1	92	97	97	5	95	0	-23	.	0.0	96	98
Cc1c(C(=O)c2ccc(Cl)cc2Cl)cnc2cc3c(cc12)OCO3	102	99	107	6	100	3	-28	-7	0.5	98	102
(further entries)
SMILES	Rab7 wt GTP bind	Rab2A wt mod	Rac1 wt GTP bind	Avidin fluor	HRas wt GTP	ABCG2 block	Mcl1 Noxa PPI	Pf gamet viab	ABCB1 inh	Rac1 mut GTP	Cdc42 wt
C=CCNC(=S)NCc1ccccc1OC	105	100	95	11	94	3	-3	17	0.2	87	92
CCOc1ccc(CCNC(=O)C2CCN(C(=O)N(C)C)CC2)cc1OCC	98	96	97	14	100	2	0	.	0.1	95	102
COc1ccc(Cl)cc1NC(=O)C(=O)NC1CCCCCC1	103	101	111	11	102	7	-8	24	1.8	96	100
COc1ccc2[nH]c(=O)c(C(=O)O)cc2c1	99	95	98	11	97	3	-7	.	1.2	97	93
Cc1c(C(=O)Cc2ccccc2)n(C)c2ccccc12	98	96	93	8	96	2	1	-8	0.1	93	95
CC(=O)c1ccc(N(C)C)cc1	100	100	102	6	102	0	8	.	-0.2	99	103
CCOc1cc(S(=O)(=O)n2ccnc2)ccc1Cl	95	94	90	10	93	-4	12	-20	-0.7	90	91
CCC(C)N1CCNCC1 (centres undefined)	104	100	101	13	102	1	26	-21	0.0	96	101
Cc1ccc2c(c1)C(c1ccccc1)N(C(=O)c1ccc(Br)o1)CC(=O)N2 (centres undefined)	98	102	104	6	102	2	8	.	0.9	99	101
COc1ccc(CS(=O)/C(Cl)=C(/Cl)C(=O)Nc2ccc(OC)nc2)cc1 (centres undefined)	96	92	100	6	90	8	43	.	-0.8	93	90
CSc1nc2ccc(NC(=O)c3ccc(=O)n(C)n3)cc2s1	103	100	98	8	99	21	14	14	3.0	98	96
COc1ccc(-n2cc(CNCCCn3ccnc3)c(-c3ccccc3Cl)n2)cc1	97	100	101	10	99	7	22	20	3.5	99	100
C=CCNC(=O)CN1CCC(NC(=O)c2ccco2)CC1	102	99	101	8	98	-1	-7	19	0.1	99	98
O=C(/C=C/c1ccc(Br)cc1)NCc1cccs1	97	99	108	16	98	3	1	-1	-0.1	101	104
CN1CCN(C(=O)c2sc(=S)n(-c3ccccc3)c2N)CC1	103	102	101	15	100	0	8	7	0.3	100	104
CCOC(=O)C1CCN(C(=S)Nc2ccccc2)CC1	109	101	106	12	97	10	17	-17	0.9	97	97
Cc1cc(Br)ccc1OCCNCc1ccccc1	101	99	101	8	101	8	23	.	2.2	96	95
O=C1c2ccccc2C(=O)N1CCc1nc(-c2cccnc2)no1	98	93	94	18	96	11	-5	.	2.3	95	94
CCc1nnc(NC(=O)c2ccc(OCc3c(C)noc3C)c(OC)c2)s1	103	97	101	12	97	16	-2	.	2.0	92	90
CC(=O)NNc1nc2ccccc2s1	111	109	106	20	108	1	8	.	0.1	102	108
O=C(O)C1Cc2[nH]cnc2C(c2ccc(F)cc2)N1 (centres undefined)	99	96	95	17	93	3	25	.	0.4	94	93
O=C(/C=C/c1ccco1)NCc1ccc(F)cc1	102	101	99	10	97	3	18	-5	0.6	96	96
CCOc1ccc(C(=O)Cc2ccc3oc(C(=O)O)cc3c2)c(O)c1	102	100	103	35	101	0	14	5	0.1	97	100
COc1ccc(C2(CNS(=O)(=O)c3ccccc3)CCOCC2)cc1	103	97	95	9	95	-2	17	-13	0.0	92	95
Cc1csc(NC(=O)CCC(=O)c2cccs2)n1	105	99	101	13	97	3	25	3	0.4	97	97
Next part
SMILES	Rab7 wt GTP bind	Rab2A wt mod	Rac1 wt GTP bind	Avidin fluor	HRas wt GTP	ABCG2 block	Mcl1 Noxa PPI	Pf gamet viab	ABCB1 inh	Rac1 mut GTP	Cdc42 wt
CCc1cc(C)cc(OCCNC(=O)c2cncc(Br)c2)c1	100	99	98	1	96	3	1	.	0.3	97	100
COc1ccc2[nH]c(CN3CCC(CO)(CCOc4ccccc4)CC3)c(C)c2c1	106	99	98	10	97	3	-6	-1	2.4	95	96
CC1CC(C)CN(c2ncnc3c2cnn3Cc2ccc(Cl)cc2)C1 (centres undefined)	96	98	102	15	98	40	64*	.	1.6	96	98
OCCCNc1c2c(nc3cc(-c4ccc(Cl)cc4)nn13)CCC2	99	94	96	11	95	17	26	-14	1.3	95	95
Cc1cc(C(=O)OCC(=O)Nc2cc(C)on2)c2ccccc2n1	98	97	103	5	99	3	8	5	0.4	100	98
O=[N+]([O-])c1cc(S(=O)(=O)N2CCCC2)ccc1O	102	100	103	4	104	3	23	.	0.9	98	100
